GASC1 inh – inhibitors of GASC-1 (KDM4C) histone demethylase, primary screen, biochemical, single concentration HTS. Lysine-specific demethylase 4C (Homo sapiens), Q9H3R0. GST-KDM4C 2-372, H3K9me3 peptide, LANCE TR-FRET. inhibition, % at 12.5 µM. actives 0.15% (n = 96,000). AID 720574, 2013;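 active = mean replicate inhibition above about 25%, with at least 55% of replicates also reaching it, limit read from the data, passing the limit was not always enough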
Target sequence (Q9H3R0 2-372 limits assumed): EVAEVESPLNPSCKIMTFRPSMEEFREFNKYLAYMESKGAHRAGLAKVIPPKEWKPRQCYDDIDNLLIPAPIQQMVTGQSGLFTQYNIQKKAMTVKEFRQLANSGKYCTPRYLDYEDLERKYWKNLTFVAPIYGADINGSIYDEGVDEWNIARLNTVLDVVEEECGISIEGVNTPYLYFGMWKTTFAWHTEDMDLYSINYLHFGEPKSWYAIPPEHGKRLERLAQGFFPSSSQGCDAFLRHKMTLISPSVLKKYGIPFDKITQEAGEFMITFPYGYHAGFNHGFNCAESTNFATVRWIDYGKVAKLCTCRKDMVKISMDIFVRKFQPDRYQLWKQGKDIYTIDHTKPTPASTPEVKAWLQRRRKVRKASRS
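material = GST-tagged GASC-1 (JMJD2C) catalytic fragment, aa 2-372 | amount = enzyme final amount 10 nM | medium = HEPES buffer, pH 7.5, plus ascorbate | also added = H3K9me3 peptide substrate, Fe(II), 2-oxoglutarate | dosing = single dose | times = 30 min demethylation and 1 h detection at room temperature | detection = LANCE TR-FRET | read-out basis = Fall in 671/618 emission ratio as inhibition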
C diff HTS – C. difficile growth inhibitors, primary screen, HTS; Clostridium difficile clinical isolate growth, OD600, 24 h; stronger effect = lower value; growth activity, negative = inhibition, % at 16 µg/mL (by protocol); actives 0.25% (n = 86,000); AID 1259249, 2017;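 active = mean growth activity at or below -80% and every replicate also at or below -80%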;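 note: 0% = DMSO wells and -100% = levofloxacin 16 µg/mL wells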
T cruzi growth – T. cruzi intracellular proliferation inhibitors, primary screen, cell-based, beta-gal Tulahuen parasites, NIH3T3 host, luminescence; inhibition, % at 8.34 µM; actives 5.9% (n = 77,000); T. cruzi beta-gal in NIH3T3, GalScreen luminescence, 90 h;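 active = mean inhibition above about 93%, with at least 55% of replicates each passing it, limit read from the data, passing the limit was not always enough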
Pf Dd2 growth – P. falciparum Dd2 growth inhibitors, primary screen, SYBR Green fluorescence, single dose replicates; actives 2.3% (n = 94,000); 72 h; stronger effect = lower value; activity change, % at 10 µM; in the data active = activity change below about -80%
* hit, by the source's call. Compounds were not picked by outcome (roughly 7% active in at least one column).

Start of the listing, in advance, four compounds:
What do the screens show for `C[C@H](CO)N1C[C@H](C)[C@@H](CN(C)C(=O)Nc2ccc3c(c2)OCO3)OCCCC[C@H](C)Oc2ccc(NC(=O)Nc3ccc4c(c3)OCO4)cc2C1=O`?
GASC1 inh: 1.0; T cruzi growth: 66.3; Pf Dd2 growth: 16.2

How did CC(C)NC(=O)N(C)C[C@H]1Oc2ccc(NC(=O)C3CC3)cc2CC(=O)N([C@H](C)CO)C[C@@H]1C do in these assays?
GASC1 inh: 0.3; C diff HTS: -4.6; T cruzi growth: 0.4; Pf Dd2 growth: 21.9

Results for C[C@H](CO)N1C[C@H](C)[C@H](CN(C)S(=O)(=O)c2ccc(Cl)cc2)Oc2ccc(NC(=O)C3CC3)cc2C1=O ?
GASC1 inh: 1.0; C diff HTS: -2.8; T cruzi growth: 17.4; Pf Dd2 growth: 8.9

What do the screens show for `CC=Cc1ccc2n(c1=O)C[C@H]1[C@H](CO)[C@@H](C(=O)N(C)C)[C@@H]2N1CC1CCCC1` (mixture of isomers)?
GASC1 inh: -1.0; C diff HTS: -3.7; Pf Dd2 growth: 0.3

The whole of this part, from the first entry:
What do the screens show for `C[C@H](CO)N1C[C@H](C)[C@@H](CN(C)C(=O)Nc2ccc3c(c2)OCO3)OCCCC[C@H](C)Oc2ccc(NC(=O)Nc3ccc4c(c3)OCO4)cc2C1=O`?
GASC1 inh: 1.0; T cruzi growth: 66.3; Pf Dd2 growth: 16.2

How did CC(C)NC(=O)N(C)C[C@H]1Oc2ccc(NC(=O)C3CC3)cc2CC(=O)N([C@H](C)CO)C[C@@H]1C do in these assays?
GASC1 inh: 0.3; C diff HTS: -4.6; T cruzi growth: 0.4; Pf Dd2 growth: 21.9

Results for C[C@H](CO)N1C[C@H](C)[C@H](CN(C)S(=O)(=O)c2ccc(Cl)cc2)Oc2ccc(NC(=O)C3CC3)cc2C1=O ?
GASC1 inh: 1.0; C diff HTS: -2.8; T cruzi growth: 17.4; Pf Dd2 growth: 8.9

What do the screens show for `CC=Cc1ccc2n(c1=O)C[C@H]1[C@H](CO)[C@@H](C(=O)N(C)C)[C@@H]2N1CC1CCCC1` (mixture of isomers)?
GASC1 inh: -1.0; C diff HTS: -3.7; Pf Dd2 growth: 0.3

How did O=C(c1cnccn1)N1CC(=O)N2[C@H](CO)[C@@H](c3ccc(-c4ccc(F)cc4)cc3)[C@@H]2C1 do in these assays?
GASC1 inh: -0.6; C diff HTS: -5.6; Pf Dd2 growth: -8.0

What do the screens show for `O=C(C1CCC1)N1CC(=O)N2[C@@H](CO)[C@@H](c3ccc(C#CCc4ccccc4)cc3)[C@@H]2C1`?
GASC1 inh: 0.6; C diff HTS: 9.2; Pf Dd2 growth: -46.9

How did C[C@@H]1CN([C@H](C)CO)C(=O)c2cccc(NC(=O)c3nc4ccccc4s3)c2O[C@@H]1CN(C)CC1CC1 do in these assays?
GASC1 inh: -2.0; C diff HTS: -3.2; T cruzi growth: 66.2; Pf Dd2 growth: -4.6

What do the screens show for `O=C(C[C@H]1CC[C@@H]2[C@H](COC[C@H](O)CN2Cc2cccc(C(F)(F)F)c2)O1)NCc1ccccc1`?
GASC1 inh: 1.4; C diff HTS: 7.5; T cruzi growth: 36.9; Pf Dd2 growth: -2.2

How did Cc1ccc(S(=O)(=O)Nc2ccc3c(c2)C(=O)N([C@@H](C)CO)C[C@@H](C)[C@@H](CN(C)Cc2ccc(C(=O)O)cc2)O3)cc1 do in these assays?
GASC1 inh: 4.8; C diff HTS: -1.6; T cruzi growth: 12.6; Pf Dd2 growth: 12.4

Results for C[C@@H]1CCCCO[C@H](CN(C)S(=O)(=O)c2ccccc2)[C@H](C)CN([C@H](C)CO)C(=O)c2cc(NC(=O)Nc3cccc4ccccc34)ccc2O1 ?
GASC1 inh: -2.5; C diff HTS: 2.5; T cruzi growth: 107.8*; Pf Dd2 growth: -70.6

Results for CO[C@@H]1CN(C)C(=O)c2ccc(NC(=O)C3CCCCC3)cc2OC[C@H](C)N(C)C[C@H]1C ?
GASC1 inh: -0.7; C diff HTS: 0.1; T cruzi growth: -19.9; Pf Dd2 growth: 7.0

What do the screens show for `COc1ccc(NC(=O)N(C)C[C@H]2Oc3c(NS(=O)(=O)c4cccs4)cccc3C(=O)N([C@@H](C)CO)C[C@@H]2C)cc1`?
GASC1 inh: -0.8; C diff HTS: -7.7; T cruzi growth: -142.1; Pf Dd2 growth: 28.4

What do the screens show for `CC(C)NC(=O)N(C)C[C@@H]1OCCCC[C@@H](C)Oc2ccc(NC(=O)CCC(F)(F)F)cc2C(=O)N([C@H](C)CO)C[C@@H]1C`?
GASC1 inh: -0.7; C diff HTS: -4.7; T cruzi growth: 24.1; Pf Dd2 growth: 5.4

Results for C[C@@H]1CCCCO[C@@H](CN(C)C(=O)CCCN(C)C)[C@H](C)CN([C@@H](C)CO)C(=O)c2cc(NC(=O)c3ccncc3)ccc2O1 ?
GASC1 inh: -0.2; C diff HTS: -2.7; T cruzi growth: 44.8; Pf Dd2 growth: 41.1

Results for COc1ccc(NC(=O)N(C)C[C@@H]2Oc3ncc(-c4cccnc4)cc3C(=O)N([C@H](C)CO)C[C@H]2C)cc1 ?
GASC1 inh: 0.1; C diff HTS: -1.3; T cruzi growth: -150.1; Pf Dd2 growth: 9.3

How did CC(C)NC(=O)Nc1ccc2c(c1)C(=O)N(C)[C@H]1CC[C@H](CC(=O)Nc3ccccc3Cl)O[C@@H]1CO2 do in these assays?
GASC1 inh: -0.8; C diff HTS: 6.1; T cruzi growth: -17.3; Pf Dd2 growth: 3.5

Results for Cc1ccccc1S(=O)(=O)N1CC[C@H]2[C@H](CO)Nc3ccc(-c4cccc(C#N)c4)cc3[C@H]21 ?
GASC1 inh: -6.3; C diff HTS: -1.4; T cruzi growth: 14.9; Pf Dd2 growth: -15.1

How did C[C@H]1CN([C@@H](C)CO)C(=O)CCCn2nncc2CO[C@H]1CN(C)S(=O)(=O)c1ccc(-n2cccn2)cc1 do in these assays?
T cruzi growth: -37.2; Pf Dd2 growth: -23.6

What do the screens show for `COCC(=O)N1CCC2(CC1)CN[C@H](CO)c1c2c2ccc(OC)cc2n1C`?
GASC1 inh: 16.4; C diff HTS: 4.3; Pf Dd2 growth: -5.2

What do the screens show for `C[C@@H]1CN([C@@H](C)CO)C(=O)c2cc(NC(=O)Nc3ccc(C(F)(F)F)cc3)ccc2O[C@@H](C)CCCCO[C@@H]1CN(C)Cc1ccncc1`?
GASC1 inh: 0.4; C diff HTS: -0.9; T cruzi growth: 89.8; Pf Dd2 growth: -56.8

How did CCCNC(=O)N1C[C@@H](O)COC[C@H]2O[C@@H](CC(=O)N3CCOCC3)CC[C@@H]21 do in these assays?
GASC1 inh: -2.3; T cruzi growth: 59.5; Pf Dd2 growth: 2.2

What do the screens show for `O=C(C[C@H]1CC[C@@H]2[C@H](COC[C@@H](O)CN2Cc2cccc(F)c2)O1)NCCc1ccncc1`?
GASC1 inh: 0.0; T cruzi growth: 7.9; Pf Dd2 growth: 17.5

What do the screens show for `C[C@@H]1CCCCO[C@@H](CN(C)S(=O)(=O)c2ccc(Cl)cc2)[C@H](C)CN([C@@H](C)CO)C(=O)c2cc(NC(=O)Nc3ccc4c(c3)OCO4)ccc2O1`?
GASC1 inh: 0.3; C diff HTS: 2.6; T cruzi growth: 102.7*; Pf Dd2 growth: -64.9

Results for COc1ccccc1CNC(=O)C[C@@H]1C[C@@H]2c3cc(NS(C)(=O)=O)ccc3O[C@@H]2[C@@H](CO)O1 ?
GASC1 inh: -2.9; C diff HTS: -0.4; T cruzi growth: 16.5; Pf Dd2 growth: 9.7

What do the screens show for `C[C@@H]1CN([C@@H](C)CO)S(=O)(=O)c2ccc(-c3cccnc3)cc2O[C@@H]1CN(C)C(=O)NC1CCCC1`?
GASC1 inh: -0.9; C diff HTS: -1.2; Pf Dd2 growth: 6.2

How did CO[C@H]1CN(C)C(=O)c2cc(NC(=O)c3ccccc3)ccc2OC[C@H](C)N(C(=O)C2CC2)C[C@H]1C do in these assays?
GASC1 inh: -0.4; T cruzi growth: -5.8; Pf Dd2 growth: -72.8

Results for C[C@@H](NC(=O)C[C@H]1C[C@H]2c3cc(NC(=O)c4cccnc4)ccc3O[C@H]2[C@@H](CO)O1)c1ccccc1 ?
GASC1 inh: -0.7; T cruzi growth: 52.6; Pf Dd2 growth: 5.0

What do the screens show for `COCCNC(=O)C[C@@H]1CC[C@H]2[C@@H](COc3ccc(NC(=O)Nc4cccc(F)c4)cc3C(=O)N2C)O1`?
GASC1 inh: 2.8; C diff HTS: -1.1; T cruzi growth: -21.2; Pf Dd2 growth: 16.8

Results for C[C@H]1CCCCO[C@H](CN(C)C(=O)c2ccccc2)[C@@H](C)CN([C@@H](C)CO)C(=O)c2cc(NC(=O)Nc3ccc(F)cc3)ccc2O1 ?
GASC1 inh: 0.6; C diff HTS: 6.9; T cruzi growth: 76.6; Pf Dd2 growth: -52.3

How did CC(=O)N1[C@H](CN(CC2CCC2)C(=O)CN(C)C)[C@@H](c2ccccc2)[C@@H]1CO do in these assays?
GASC1 inh: -0.8; C diff HTS: 4.2; T cruzi growth: 54.9; Pf Dd2 growth: 5.9

How did C[C@@H]1CN([C@@H](C)CO)C(=O)c2cc(NC(=O)C3CCCCC3)ccc2O[C@H]1CN(C)C(=O)Nc1cccc2ccccc12 do in these assays?
GASC1 inh: -0.3; C diff HTS: 1.5; T cruzi growth: -2.6; Pf Dd2 growth: -40.2

Results for O=C(NCC[C@H]1CC[C@@H](NS(=O)(=O)c2cccc(Cl)c2)[C@@H](CO)O1)c1cnccn1 ?
GASC1 inh: 1.1; C diff HTS: -1.1; T cruzi growth: 49.0; Pf Dd2 growth: 11.5

How did C[C@H]1CN([C@@H](C)CO)C(=O)c2cc(NC(=O)CCCN(C)C)ccc2O[C@@H]1CN(C)Cc1ccc2c(c1)OCO2 do in these assays?
GASC1 inh: 2.8; C diff HTS: -4.7; Pf Dd2 growth: 44.6

How did C[C@@H]1CN([C@@H](C)CO)C(=O)c2cc(NC(=O)Nc3ccccc3)ccc2O[C@@H]1CN(C)S(=O)(=O)c1ccccc1 do in these assays?
GASC1 inh: 0.4; C diff HTS: 12.3; T cruzi growth: 14.6; Pf Dd2 growth: 12.7

Results for CO[C@@H]1CN(C)C(=O)c2cc(NS(C)(=O)=O)ccc2OC[C@@H](C)N(C(=O)C2CCCC2)C[C@@H]1C ?
GASC1 inh: -0.7; T cruzi growth: 18.2

How did COc1cccc(C(=O)Nc2ccc3c(c2)C(=O)N(C)[C@H]2CC[C@@H](CC(=O)N[C@@H](C)c4ccccc4)O[C@@H]2CO3)c1 do in these assays?
GASC1 inh: 2.1; C diff HTS: -4.5; T cruzi growth: 17.1; Pf Dd2 growth: -38.7

What do the screens show for `C[C@@H]1CN([C@H](C)CO)C(=O)c2cc(NC(=O)c3ccncc3)ccc2O[C@@H]1CN(C)C(=O)Nc1ccc(F)cc1`?
GASC1 inh: -2.0; C diff HTS: 2.0; T cruzi growth: -6.9; Pf Dd2 growth: -31.5

Results for CCCC(=O)N1CC2(CN(C)C2)c2c(n(C)c3cc(OC)ccc23)[C@H]1CO ?
GASC1 inh: 0.5; C diff HTS: -10.2; Pf Dd2 growth: 9.1

Results for CCS(=O)(=O)NC[C@@H]1[C@@H](c2ccccc2)[C@@H](CO)N1CC1CCCCC1 ?
GASC1 inh: 1.0; C diff HTS: 0.5; Pf Dd2 growth: -22.2

What do the screens show for `Cc1ccc(OC(=O)N(C)C[C@H]2OCc3ccccc3-c3ccccc3C(=O)N([C@@H](C)CO)C[C@@H]2C)cc1`?
GASC1 inh: 0.0; T cruzi growth: 5.9; Pf Dd2 growth: 27.8

Results for C[C@@H](NC(=O)C[C@H]1CC[C@H](NC(=O)c2cccnc2)[C@H](CO)O1)c1ccccc1 ?
GASC1 inh: -0.8; T cruzi growth: 38.4; Pf Dd2 growth: -2.8

What do the screens show for `COc1cccc(C#Cc2ccc([C@@H]3[C@@H](CO)N4C(=O)CN(C(=O)Cc5cccnc5)C[C@H]34)cc2)c1`?
GASC1 inh: -1.2; C diff HTS: 0.2; Pf Dd2 growth: -49.8

Results for O=C(C[C@@H]1C=C[C@@H](NC(=O)CN2CCOCC2)[C@H](CO)O1)NCCc1ccncc1 ?
GASC1 inh: -0.8; C diff HTS: -1.2; Pf Dd2 growth: 12.9

Results for C[C@H]1CN([C@@H](C)CO)C(=O)c2cccc(NC(=O)CCCCCC(=O)Nc3ccccc3N)c2O[C@@H]1CN(C)C(=O)Nc1ccc2c(c1)OCO2 ?
GASC1 inh: -0.9; C diff HTS: -0.4; Pf Dd2 growth: -18.7

What do the screens show for `C[C@H](O)C#Cc1cnc2c(c1)C(=O)N([C@H](C)CO)C[C@@H](C)[C@@H](CN(C)C(=O)c1ccccc1)O2`?
GASC1 inh: 0.4; C diff HTS: 4.1; T cruzi growth: 107.7; Pf Dd2 growth: 65.1

How did C[C@@H]1CN([C@@H](C)CO)S(=O)(=O)c2ccc(Br)cc2O[C@H]1CN(C)C(=O)CC1CC1 do in these assays?
GASC1 inh: 1.7; C diff HTS: -0.5; T cruzi growth: 9.7; Pf Dd2 growth: -9.5

Screening data as filed in PubChem BioAssay.
